KCC2 mod = modulates chloride dependent transport by human KCC2. Q9H2X9. KCC2 cells, thallium flux FluoZin-2 fluorescence. B-score of Tl+ flux slope (higher = more flux/activation; lower = inhibition) at 10 µM. hit rate 2.2% among 190,000;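 active = thallium flux slope and its plate-corrected score both differing from the plate sample mean at a set confidence after two filtering rounds, in either direction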;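 note: slope of fluorescence scaled to starting intensity during 10 to 20 s after thallium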
Target sequence (Q9H2X9 whole entry, looked up): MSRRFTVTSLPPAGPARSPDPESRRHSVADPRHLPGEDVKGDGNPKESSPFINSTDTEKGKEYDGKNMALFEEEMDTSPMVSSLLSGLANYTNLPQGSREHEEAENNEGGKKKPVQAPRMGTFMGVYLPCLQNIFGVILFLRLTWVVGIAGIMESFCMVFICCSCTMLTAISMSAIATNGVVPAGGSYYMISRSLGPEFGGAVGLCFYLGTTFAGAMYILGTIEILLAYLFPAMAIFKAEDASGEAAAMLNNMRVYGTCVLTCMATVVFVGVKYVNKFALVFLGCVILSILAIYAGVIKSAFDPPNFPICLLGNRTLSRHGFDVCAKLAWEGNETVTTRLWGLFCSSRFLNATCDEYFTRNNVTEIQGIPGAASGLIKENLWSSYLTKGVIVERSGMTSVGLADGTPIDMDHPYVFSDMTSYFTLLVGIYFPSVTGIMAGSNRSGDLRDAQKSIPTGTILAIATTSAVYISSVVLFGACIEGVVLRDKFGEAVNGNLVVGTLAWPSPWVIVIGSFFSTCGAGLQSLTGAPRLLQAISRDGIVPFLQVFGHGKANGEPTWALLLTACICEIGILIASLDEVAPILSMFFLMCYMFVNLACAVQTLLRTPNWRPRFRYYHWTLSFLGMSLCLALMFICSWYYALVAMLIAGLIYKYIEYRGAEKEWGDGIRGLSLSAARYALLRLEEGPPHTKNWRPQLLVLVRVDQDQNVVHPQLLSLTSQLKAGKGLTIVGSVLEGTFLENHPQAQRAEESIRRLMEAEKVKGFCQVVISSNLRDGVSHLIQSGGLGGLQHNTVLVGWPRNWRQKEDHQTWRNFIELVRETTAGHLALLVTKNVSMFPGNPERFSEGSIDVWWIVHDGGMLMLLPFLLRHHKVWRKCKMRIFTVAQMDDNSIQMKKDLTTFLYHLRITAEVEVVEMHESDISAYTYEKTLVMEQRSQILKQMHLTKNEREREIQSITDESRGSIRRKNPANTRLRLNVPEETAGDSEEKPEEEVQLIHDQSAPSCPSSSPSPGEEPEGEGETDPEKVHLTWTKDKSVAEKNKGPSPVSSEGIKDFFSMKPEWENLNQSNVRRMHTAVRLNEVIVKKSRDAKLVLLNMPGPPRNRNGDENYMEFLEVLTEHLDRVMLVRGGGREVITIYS
PPC-1+TRAIL kill = kills PPC-1 cancer cells in the presence of TRAIL. hit rate 0.41% among 220,000. PPC-1 cells + TRAIL, ATPLite viability luminescence. cell killing (% activity), % at 4 µM. AID 1443;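 active = cell killing above 50% in the first pass at 4 µM, then a duplicate retest at 5 µM averaging 50% or more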;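 note: plate controls were cells with TRAIL plus DMSO for no effect and medium-only wells lacking cells for full effect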
TbHK1 inh = T. brucei hexokinase 1 inhibition | inhibition, % at 10 µM | hit rate 0.11% among 220,000 | AID 1430 | recombinant TbHK1, G6PDH-coupled NADH A340;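 active = inhibition of 50% or more in the single-dose primary screen; inactive = inhibition below 50%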
Furin inh = human furin inhibition; purified furin, fluorogenic substrate cleavage; hit rate 0.061% among 220,000; AID 463115; inhibition, % at 30 µM; P09958; in the data active = inhibition above about 25%; note: inactives centre near -15
Thrombin inh = blocks human thrombin protease activity; alpha-thrombin, Boc-VPR-AMC fluorogenic substrate cleavage; inhibition, % at 5 µM; hit rate 0.26% among 220,000;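 active = inhibition at or above 40%; inactive = inhibition below 40%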;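 note: 0% = enzyme with no compound and 100% = wells without enzyme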
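Test system: human alpha-thrombin; medium: pH 7.5 Tris-saline with Tween 20; times: reaction at room temperature; signal: AMC fluorescence at 355 nm excitation and 460 nm emission; also added: Boc-VPR-AMC substrate, 15 µM final; dosing: one concentration per compound, 5 µM, with 0.2% DMSO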
TRPML3 agonist = activates the human TRPML3 channel | HEK293 TRPML3-YFP, Fluo-8 calcium fluorescence; 100% = the carbachol control signal | hit rate 0.29% among 220,000 | Q8TDD5 | activation, % at 3 µM;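 active = activation above its plate's cutoff, the mean activation of the plate's test wells plus 3 SD, cut at about 12% in these data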;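 note: 0% = DMSO only wells and 100% = carbachol wells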
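Material: HEK293 cells stably carrying human TRPML3-YFP; compound dosing: single dose, 3 µM final nominal compound, 0.3% DMSO final; incubation: 1-h 37 °C dye load, 5-s basal, 120-s post-compound reads; technique: Fluo-8 intracellular calcium fluorescence, excitation 470-495 nm, emission 515-575 nm; read-out basis: percent activation from peak-to-basal fluorescence ratio, scaled between DMSO and carbachol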
TRPN1 ag = zebrafish TRPN1 (NompC) channel agonism. HEK293 zebrafish TRPN1-YFP, Fluo-8 calcium fluorescence; 100% = response to 87 µM carbachol. activation, % at 3 µM. hit rate 0.18% among 220,000;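 active = activation above its plate's cutoff, the mean activation of test wells on that plate plus 3 SD, cut at about 19% in these data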;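 note: 0% = DMSO alone and 100% = 87 µM carbachol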
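System: zebrafish TRPN1-YFP in HEK293 cells / Dosing: 3 µM single point / Timing: dye loading 1 h at 37 °C, then 30 min room temperature / Signal: Fluo-8 calcium fluorescence, excitation 470-495 nm, emission 515-575 nm / Read-out basis: percent activation from peak over basal fluorescence ratio, control-normalized / Control set: high carbachol 87 µM, low DMSO alone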
m-calpain inh = inhibitors of pig calpain II. inhibition, % at 16 µM. purified calpain II, fluorogenic peptide substrate, 30 min. AID 1236. hit rate 0.37% among 220,000;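 active = inhibition above about 50%, limit read from the data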
EBV gp42 block = blocks Epstein-Barr virus glycoprotein 42 binding; Fluorescence polarization binding assay, mP read-out; inhibition, % (tested at 21.74 µM); hit rate 0.42% among 220,000; AID 1085; in the data active = inhibition above about 50%
* = called active by the depositor; / = not tested or not shown; [ ] = dose if it differs, or a comment.

SMILES	KCC2 mod	PPC-1+TRAIL kill	TbHK1 inh	Furin inh	Thrombin inh	TRPML3 agonist	TRPN1 ag	m-calpain inh	EBV gp42 block
O=C(COC(=O)c1ccc(NS(=O)(=O)c2cccs2)cc1O)NC1CCCCC1	-0.4	16	-11	-22	0	0.6	1.2	7	-15
Cc1ccc(S(=O)(=O)Nc2ccc(Br)cc2/C=N/n2cnnc2)cc1	-0.6	1	-4	-1	6	-0.1	-0.3	-163	-8
Cn1c(=O)c2c(nc(-n3ccnc3)n2Cc2ccccc2)n(C)c1=O	/	10	-4	-2[20 µM]	1	1.0	1.8	-16	-14
Cn1c(CC2C(=O)Nc3ccc(Br)cc32)nc2ccccc2c1=O (stereo not drawn)	/	-1	0	-7[20 µM]	-1	0.4	0.0	-14	-20
CCOc1ccc(N2C(=O)CC(SCC(=O)O)C2=O)cc1 (stereo not drawn)	0.54	22	0	-20	-7	1.4	0.0	-16	-4
COc1ccc(NC(=O)C(c2ccc(C)cc2)N(C)C(=O)c2ccc(=O)[nH]c2)cc1 (stereo not drawn)	-1.2	9	26	4	-7	1.1	0.3	-18	-13
N/C(Cc1ccc([N+](=O)[O-])cc1)=N\OC(=O)C1CCCCC1	-0.51	/	3	-21	-14	-0.4	-1.9	-15	2
CCN(CC)c1ccc(/C=C2/C(=O)c3ccc(C(=O)O)cc3C2=O)cc1	0.54	8	34	-8	7	19*	35*	-2	-88
COc1ccccc1C(=O)N/C(=C\c1ccccc1)C(=O)NC(C)C(=O)O (stereo not drawn)	1.3	/	-6	-16	-1	0.9	0.5	-1	-18
COc1ccc(C(=O)N2CCC(C(=O)Nc3ccc4c(c3)OCO4)CC2)cc1	0.81	-1	28	-4	-10	0.4	-1.5	-7	-5
O=C(C/C=N/OCc1ccc(Cl)cc1Cl)c1ccc(Cl)cc1	-0.052	-14	8	-15	2	0.3	0.1	17	-21
CCc1ccc(Nc2n[n+](C)c(-c3ccc(C(=O)O)cc3)s2)cc1	0.27	-5	-68	-29	3	/	/	-2	-19
O=[N+]([O-])c1cc(S(=O)(=O)N2CCCCCC2)ccc1F	-0.48	31	0	-18	-12	1.3	-0.2	25	-3
CCOC(=O)c1cc(C)n(S(=O)(=O)c2ccc(C)cc2)c1C	-0.013	-3	4	-13	2	0.5	-1.5	-3	-14
CC1=CC(C)(C)N(C(=O)c2ccccc2)c2ccc(C)cc21	-0.51	9	3	-14[20 µM]	-2	4.8	8.7	10	-23
CC1(C)CCCN(Cc2c(O)ccc3c(=O)c(-c4nc5ccccc5s4)c(N)oc23)C1	0.0025	8	-59	-32	-7	0.5	1.5	-136	-10
CC(C)=CC(=O)Nc1nnc(C(C)C)s1	-0.032	34	-2	-14[20 µM]	-6	-0.3	0.0	-17	-4
Cc1ccc(CC2C(=O)N(c3ncccn3)C(=O)C2C)cc1 (stereo not drawn)	0.95	7	3	-27	-9	0.1	2.1	-34	1
CCOc1ccc(N(C(C)C(=O)Nc2cccnc2)S(C)(=O)=O)cc1 (stereo not drawn)	-0.033	-6	-3	-27	0	0.3	0.2	-24	-1
COc1ccc(N2CCN(C(=O)c3c(C)nn(-c4ccccc4)c3C)CC2)cc1	-0.62	24	38	-1	-6	0.9	1.7	-2	-9
OCCN1CCN(c2ncnc3ccc(Br)cc23)CC1	/	12	-34	-20	-9	0.9	1.7	0	-1
Cc1nc2ncnn2c(N2CCC(C(=O)NC3CCCC3)CC2)c1Cc1ccccc1	0.18	-11	-13	-23[20 µM]	-6	0.1	0.3	-1	-22
COc1ccccc1N/C(N)=N/c1nc(C(F)(F)F)cc(=O)[nH]1	-1	2	0	-27	-2	0.8	2.3	-27	-5
COC(=O)CNc1cccc(C(F)(F)F)c1	0.037	20	-3	-26	-2	1.0	0.9	-8	-7
CCCC(=O)N1CCN(c2ccc(NC(=O)c3ccc([N+](=O)[O-])o3)cc2)CC1	/	21	-12	-7	-2	0.6	0.5	36	-17
O=C(Cn1cncn1)NCc1cccc(C(F)(F)F)c1	0.73	9	2	-22	-4	1.0	1.1	-18	0
NC1=NS(=O)(=O)NC1c1ccc(Cl)cc1 (stereo not drawn)	-0.34	11	-1	-12[20 µM]	-4	-0.3	-0.7	-7	-19
Cc1ccc(S(=O)(=O)C(C#N)c2nc3ccccc3nc2OCCO)cc1 (stereo not drawn)	-0.92	20	-10	-19	5	1.4	0.8	-26	-2
COc1ccc2nc(N3CCCC3)[nH]c2c1	/	-3	-4	-19	2	0.3	1.2	-32	-5
O=C(Nc1ccc(F)cc1)Nc1nnc(-c2ccncc2)s1	1.3	14	-11	-7[20 µM]	-5	0.1	4.6	15	22
Cc1nnc(SCC(=O)Nc2ccc(Oc3ccccc3)cc2)n1N	-1.8	6	4	-12	1	0.5	-0.2	-4	-20
CCCc1nc(N)c(C#N)c(-c2cccnc2)c1CC	0.028	-14	-22	-8	0	0.5	0.5	-17	-20
O=S(=O)(NCC(c1ccco1)N1CCN(c2ccc(F)cc2)CC1)c1ccc2c(c1)OCCO2 (stereo not drawn)	-0.0074	10	-5	-20	-15	0.3	1.4	14	17
CCOC(=O)CC(=O)CSc1nc2c(sc(=S)n2-c2ccccc2)c(=O)[nH]1	/	-4	-39	-5	1	0.9	0.8	-17	-19
CCOc1ccc(N(CC(=O)NCc2ccccc2)S(C)(=O)=O)cc1	-0.079	-17	0	-16	-2	0.2	-0.8	19	-5
Cc1cccc(OCC(O)Cn2c(=N)n(CCN3CCCCC3)c3ccccc32)c1 (stereo not drawn)	/	30	3	-6	-3	-0.1	-0.3	28	-5
CC(=O)n1cc([C@@H]2C=C(C(=O)N3CCN(Cc4ccccc4)CC3)O[C@H](OCc3ccc(CO)cc3)C2)c2ccccc21	-0.0078	7	-20	-20	-3	0.3	2.0	-8	-22
O=C(CC(Nc1ccccc1)c1ccccc1)C1CC1 (stereo not drawn)	-0.047	10	10	-19	-6	-0.7	-2.4	13	4
CCCC(=O)Nc1c(C)n[nH]c1C	/	-16	3	-23[20 µM]	0	0.2	0.9	-5	-15
CC1(OC(=O)CCc2ccccc2)C(=O)C=C2C=C(c3ccc(C#N)cc3)N(C3CCCCC3)C=C2C1=O (stereo not drawn)	1.4	8	-23	-16	-2	/	/	-87	14
Cc1nc(NCCCn2ccnc2)c2ccccc2n1	1.1	-1	-3	-11	-5	0.1	1.5	17	-20
Cc1ccc(NC(=O)CN(C)CC(=O)Nc2ccc(F)c(Cl)c2)cc1	-0.79	20	0	-26	-5	0.9	-0.1	-16	-18
COc1cc(CNCCc2ccccc2)cc(Br)c1OCC(=O)Nc1ccccc1C	0.16	0	13	-6	-3	1.3	0.6	40	0
COc1ccc(/C=C2\C(=O)NC(=S)N2C(=O)c2ccc(F)cc2)cc1	3.4*	4	-6	1	-7	14*	14	-85	-206
CC1Sc2ccc(C(=O)O)cc2NC1=O (stereo not drawn)	0.32	3	-4	-3[20 µM]	4	1.1	-0.4	-11	-16
CS(=O)(=O)c1nc(-c2ccccc2)cc(C(F)(F)F)n1	-2.1	-2	1	-21	-4	0.8	0.8	-11	-7
Cc1csc(NC(=O)Cc2ccccc2[N+](=O)[O-])n1	1.2	10	23	-8	3	0.4	0.0	-10	-24
Nc1nc(-c2ccco2)nn1C(=O)c1ccc(F)cc1	-0.0025	-1	9	-7	34	-0.1	-0.3	26	8
CSc1cccc(NC(=S)N2CCC(N(C)C3CCCC3)CC2)c1	-0.026	10	0	-27	-6	0.7	0.3	-14	-7
Cc1csc(NC(=O)C2CCCCN2S(=O)(=O)c2ccccc2)n1 (stereo not drawn)	-0.069	0	-8	-17	-13	0.5	0.2	-12	-6
CCn1c(N2CCN(S(=O)(=O)c3ccccc3C(F)(F)F)CC2)nc2ccccc21	/	2	2	-20	0	0.7	0.4	36	-8
Cc1ccc(C(=O)NC(=S)NCCCN2CCOCC2)cc1	0.73	22	5	-4	-1	0.2	1.1	17	-8
CCN=C1SC(C(=O)Nc2cc(Cl)cc(Cl)c2)CC(=O)N1CC (stereo not drawn)	-0.11	-7	6	-1	-7	0.5	1.4	14	-14
CC(=O)N1CCN(c2ccc(NCc3ccccc3)cc2)CC1	-0.73	-2	-11	-12	-2	0.9	0.6	-15	-10
COc1ccc(Cc2nnc(NC(=O)c3c(-c4ccccc4)noc3C)s2)cc1	-0.84	15	38	-12	2	-0.8	0.4	7	-10
COc1cc(OC)c(C2CC(=O)N3CN(c4ccccc4C)CSC3=C2C#N)cc1OC (stereo not drawn)	-0.73	-20	-18	-9	5	0.2	0.2	18	-31
CCN(CC)c1ccc(C(=O)O)cc1	0.054	1	2	-21	-14	0.1	-0.2	15	-6
O=C(CCl)Nc1ccc2c(c1)OCO2	0.68	5	-3	-14	3	0.7	1.0	-21	5
CC(C)(C)N=C1NN=C(c2ccc(Cl)cc2)CS1	0.2	6	-20	-15	-2	-0.2	-0.1	2	-9
COc1ccc(S(=O)(=O)N(C)C)cc1NC(=O)COC(=O)CC1CCCC1	-0.79	19	-2	-25	-6	0.5	0.7	-1	-3

At a glance, part of the list above:
SMILES	KCC2 mod	PPC-1+TRAIL kill	TbHK1 inh	Furin inh	Thrombin inh	TRPML3 agonist	TRPN1 ag	m-calpain inh	EBV gp42 block
CCN(CC)c1ccc(C(=O)O)cc1	0.054	1	2	-21	-14	0.1	-0.2	15	-6
O=C(CCl)Nc1ccc2c(c1)OCO2	0.68	5	-3	-14	3	0.7	1.0	-21	5
CC(C)(C)N=C1NN=C(c2ccc(Cl)cc2)CS1	0.2	6	-20	-15	-2	-0.2	-0.1	2	-9
COc1ccc(S(=O)(=O)N(C)C)cc1NC(=O)COC(=O)CC1CCCC1	-0.79	19	-2	-25	-6	0.5	0.7	-1	-3

Laid out differently: 2 of the compounds above
> Cc1nc(NCCCn2ccnc2)c2ccccc2n1
  KCC2 mod: 1.1 | PPC-1+TRAIL kill: -1 | TbHK1 inh: -3 | Furin inh: -11 | Thrombin inh: -5 | TRPML3 agonist: 0.1 | TRPN1 ag: 1.5 | m-calpain inh: 17 | EBV gp42 block: -20

> Cc1ccc(NC(=O)CN(C)CC(=O)Nc2ccc(F)c(Cl)c2)cc1
  KCC2 mod: -0.79 | PPC-1+TRAIL kill: 20 | TbHK1 inh: 0 | Furin inh: -26 | Thrombin inh: -5 | TRPML3 agonist: 0.9 | TRPN1 ag: -0.1 | m-calpain inh: -16 | EBV gp42 block: -18

New compounds follow.
SMILES	KCC2 mod	PPC-1+TRAIL kill	TbHK1 inh	Furin inh	Thrombin inh	TRPML3 agonist	TRPN1 ag	m-calpain inh	EBV gp42 block
O=C(CSc1nc2cccnc2n1Cc1ccccc1)N1CCc2ccccc21	-0.13	/	1	-26[20 µM]	/	0.4	0.2	/	/
CC(C)(C)c1ccc(C(=O)OC/C(O)=C(\C#N)c2nc3ccccc3s2)cc1	-0.53	26	-22	-15	-14	0.8	0.3	-33	-16
CCn1c(Cc2ccccc2)nnc1SCC(=O)Nc1ccccc1	0.33	19	6	-22	0	-0.3	0.6	22	-2
Oc1c(C(c2cccs2)N2CCN(c3ccccc3)CC2)ccc2cccnc12 (stereo not drawn)	0.093	10	-6	-19[20 µM]	13	1.1	0.0	5	-2
C=CCN1C(=O)C(O)(CC(=O)c2ccc(OC)cc2OC)c2cc(Br)ccc21 (stereo not drawn)	-0.47	8	5	-14[20 µM]	-9	-0.5	-0.1	15	10
CC(C)C1Oc2cc3oc(=O)ccc3cc2C1=O (stereo not drawn)	1.3	-18	-28	-29	-2	-0.9	-0.7	-82	-7

Compound activity (PubChem)
